From PubChem BioAssay
KDM5B inhibitor: KDM5B demethylase inhibition. Q9UGL1. KDM5B demethylase, FDH-coupled NADH fluorescence (FDH is formaldehyde dehydrogenase). Potency, µM (series often up to 57.7 µM), inactives show at the highest dose activity change, negative = inhibition, most hits filed as inhibitors. actives 2.6% (n = 220,000). AID 1347165; active means well fitted inhibition curve with a large enough effect; inconclusive means small, poorly fitted or top-dose-only effect; inactive means no such curve, though single readings can be large or run the other way; further: 0% is about no effect; nearly all actives have a fitted effect of over 70% in size
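KDM5BΔAP (200 nM final) in 50 mM HEPES pH 7.5, 0.01% Tween-20 was preincubated 10 min at RT with compound over a concentration range. Substrate mix (H3K4me3 12.5 µM, α-KG 25 µM, Fe²⁺, ascorbate, NAD⁺, FDH) was added, and NADH fluorescence change over 30 min gave dose-response curves.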
* hit, by the source's call; ? = inconclusive; & = joins results of further samples; ! = not confirmed by another sample; [ ] = dose if it differs, or a comment. Potency means the concentration at half of the fitted maximal effect.

KDM5B inhibitor,SMILES
7%,Cc1ccc(NS(=O)(=O)c2ccc3c(c2)oc(=O)n3C)cc1C
18%,CC(C)n1nc(C(=O)Nc2ccc(S(=O)(=O)N(C)C)cc2)c2ccccc2c1=O
?,Cc1cc(C)cc(Oc2nc3c(C)cccn3c(=O)c2/C=C(\C#N)c2nc3ccccc3s2)c1
6%[86.2 µM],CC1=C[C@@H](CNC(=O)Cc2ccccc2)[C@H](C(C)C)C[C@H]1Cc1nc2ccncc2[nH]1
?,CCCN(CC(F)(F)F)C(=O)CCCc1c[nH]c2ccccc12
-11%[86.2 µM],COc1ccc(CN2C(=O)CO[C@H]3CN(C(=O)C4CC4)C[C@H]32)cc1
9%,Cc1ccc(C(c2cccc([N+](=O)[O-])c2)c2ccc(C)s2)s1
3%,COC(=O)c1c(-c2ccc(Cl)cc2)noc1N1CCN(c2ccc(OC)cc2)CC1
-18%,CC(C)NC(=O)c1ccc2c(c1)nc1n2CCCCC1
3%,COc1ccc(C(NC(=O)C2CC2)c2nccc3cc(OC)c(OC)cc23)cc1OC (stereo unspecified)
-22%,CCN(CC)c1cc(C)c2cc(NC(=O)/C=C/c3ccccc3Cl)ccc2n1
-26%,Cn1cccc1CN1CCC2(CC1)C(=O)NCN2Cc1ccc(Cl)cc1

Reprinted from the part before: 3 compounds, then new ones.
KDM5B inhibitor,SMILES
3%,COc1ccc(C(NC(=O)C2CC2)c2nccc3cc(OC)c(OC)cc23)cc1OC (stereo unspecified)
-22%,CCN(CC)c1cc(C)c2cc(NC(=O)/C=C/c3ccccc3Cl)ccc2n1
-26%,Cn1cccc1CN1CCC2(CC1)C(=O)NCN2Cc1ccc(Cl)cc1
-9%,COc1ccc(CCNC(=O)Cn2c(=O)n(-c3ccccc3)c(=O)c3c(C)c(C)sc32)cc1OC
-12%,Cc1ccnc(Sc2nc3c(c(=O)[nH]c(=O)n3C)n2Cc2ccccc2Cl)n1
?,CCOC(=O)c1c(C)n(-c2ccccc2)c2ccc(OC(=O)c3ccccc3NC(=O)C(C)C)cc12
?,COc1ccc(-c2cc3ccc(OC(=O)C(C)(C)C)cc3oc2=O)cc1OC
-24%,COc1ccc(CCNC(=O)Cc2c(C)c3cc4c(C)coc4cc3oc2=O)cc1OC
-20%,CCOc1ccc(N(C(C)C(=O)N(C)Cc2ccccc2)S(C)(=O)=O)cc1 (stereo unspecified)
-12%,CCOC(=O)c1c(S(=O)(=O)N2CCC(C(=O)Nc3ccc(C)c(Cl)c3)CC2)c(C)n(C)c1C
7%,COc1ccc(CN(C(=O)c2cc(=O)c3cc(Cl)ccc3o2)C2CCS(=O)(=O)C2)cc1OC (stereo unspecified)
?,COc1cccc(C(=O)Nc2nc3ccc(S(=O)(=O)N4CCCC4)cc3s2)c1
?,COc1ccc(-c2nnc(-c3ccccc3O)o2)cc1
21%,CCc1ccc(CN(C)C(=O)Cn2cnc3c2c(=O)n(C)c(=O)n3C)cc1
8%,COc1cccc(CN2CC(Oc3ccccc3C(=O)NC3CC3)C2)c1
10%&-14%,CCOc1ccc(NC(=O)CCn2cnc3onc(-c4ccc(F)cc4)c3c2=O)cc1
11%,C=Cc1ccc(CN2CCCN(Cc3ccc(Cl)cc3)S2(=O)=O)cc1
-26%,CCOc1ccc(C(=O)c2cn(Cc3ccccc3)c3c(F)cc(F)cc3c2=O)cc1
22%,Cn1nc(C(=O)N2CCOCC2)cc1C(=O)Nc1ccc(Cl)cc1Cl
-4%,Cc1noc([C@@H]2CN(C(=O)c3cc(C)oc3C)C[C@H]2COCC2CC2)n1
-11%,Cc1ccc(NC(=S)NCc2ccccc2)c(Br)c1
-10%,Cc1[nH]cnc1-c1nccn1CCCOC1CCN(C)CC1
15%,CC(=O)Nc1ccc(CC(=O)N2CCCC(Cc3nncn3-c3ccccc3)C2)cc1 (stereo unspecified)
-24%,COCCCNC(=O)c1ccc(Cn2c(=O)c3ccccc3n(CC(=O)Nc3c(C)cccc3C)c2=O)cc1
9%,O=C(OCc1ccccc1)c1ccc(C(=O)c2ccccc2)cc1
-1%,CCOCCCNC(=O)c1[nH]c2cc(C)ccc2c1Sc1ccc(Cl)cc1
18%,O=C(COC(=O)c1cccs1)c1ccc2c(c1)-c1ccccc1C2

Exported as tab-separated lines: two of the compounds above.
SMILES	KDM5B inhibitor
COc1ccc(CCNC(=O)Cn2c(=O)n(-c3ccccc3)c(=O)c3c(C)c(C)sc32)cc1OC	-9%
Cc1ccnc(Sc2nc3c(c(=O)[nH]c(=O)n3C)n2Cc2ccccc2Cl)n1	-12%

Further compounds.
KDM5B inhibitor,SMILES
11%,COC(=O)c1ccc(COc2ccc3c(=O)c(-c4ccc(OC)cc4)c(C)oc3c2)cc1
3%,CCSc1nc2n(n1)C(c1ccccc1Cl)C1=C(CCCC1=O)N2 (stereo unspecified)
?,Nc1nccnc1C(=O)NCCCc1ccccc1
-19%,COc1ccccc1NC(=O)C1=C(C)Nc2nc(SCc3ccccc3F)nn2C1c1ccncc1 (stereo unspecified)
-15%,CC(C)(C)C(=O)NC1(C(F)(F)F)NC(=O)N(c2ccc(F)cc2)C1=O (stereo unspecified)
16%,CC1=NS(=O)(=O)N(C)C=C1C(=O)OCc1noc(-c2ccco2)n1
?,CSc1nnc(-c2ccc(C(F)(F)F)cn2)o1
?,COc1cc(C(=O)Nc2cnc3ccccc3c2)ccc1OC(F)F
?,Nc1nccnc1C(=O)NCc1ccc(-c2ccc(F)cc2)o1
22%,NC(=S)Nc1ccc(F)cc1F
-20%,CN1C(=O)Cc2cc(-c3csc(-c4ccccc4)n3)ccc21
2%,CC1CCCCN1C(=O)CCS(=O)(=O)c1cc2c(cc1Cl)NC(=O)CO2 (stereo unspecified)
?,Cc1ccc2c(CN(Cc3ccco3)Cc3ccco3)cc(=O)oc2c1C
?,COc1ccc2[nH]c3c(c2c1)CCNC31CCN(C(=O)Cc2ccncc2)CC1
?,COc1ccc(-n2nc(C3CCCN(Cc4cccc5ccccc45)C3)[nH]c2=O)cc1 (stereo unspecified)
?,O=C(c1ccc2c(c1)OCO2)N1CCn2c(nnc2-c2ccncc2)C1
143%[activator],Cc1cccc(NC(=O)c2sc3cccc(Cl)c3c2Cl)c1
?,O=C(CSCc1cnn(-c2ccccc2)c1-n1cccc1)Nc1ccc(F)cc1F
13µM*!,c1cnc2nc(C3CCCN3)[nH]c2c1 (stereo unspecified)
-4%,O=C(c1ccc2ccccc2n1)N(Cc1cccs1)C1CC1
16%,CCC(CC)NC(=O)N(C)Cc1ccccc1
16%,CC(=O)Nc1ccc(S(=O)(=O)[C@H]2CS(=O)(=O)C[C@@H]2N2CCOCC2)cc1
?,CCOc1ccc(NC(=O)c2oc3ccccc3c2NC(=O)C(C)(C)C)cc1
8%,CCN1CCN(C(=O)C2CCc3sc(C(=O)N4CCCCC4)cc3C2)CC1 (stereo unspecified)
38%[activator],Cc1onc(-c2ccccc2Cl)c1-c1nc(C2CCOC2)no1 (stereo unspecified)
22%,O=C(COC(=O)c1cnccn1)Nc1c(Cl)cc(Cl)cc1Cl
12%,COC(=O)/C(C#N)=C\c1cc(Br)ccc1OCc1c(Cl)cccc1Cl
3%,COc1cc(OC)c(NC(=O)c2cn(C)c(=O)c3cc(OC)c(OC)cc23)cc1Cl
21%,CCc1ccc(S(=O)(=O)N2[C@@H]3CC[C@H]2CC(NC(=O)c2ccncc2)C3)cc1 (stereo partly specified)
11%,CCOCCOc1cccc(C(=O)N2C[C@@H](N(C)C)[C@H](C(C)C)C2)c1
?,CCOc1ccc(NC(=O)CC2C(=O)OCCN2CC)cc1 (stereo unspecified)
10%,O=C(O)CNC(=O)c1ccc(-c2ccccc2)cc1
19%&19%,CN1C(=O)N(c2ccc(Cl)cc2)C(C)(O)CC1(C)C (stereo unspecified)
36%[activator],COCCNC(=O)[C@@H]1C[C@H](Oc2ccccc2)CN1C(=O)c1cnccc1C
17%,CCNC(=O)N1CCC(N2C(=O)C(OCC3CC3)C23CCCCC3)CC1 (stereo unspecified)
-25%,CCOc1cc(C2C(C(=O)OC)=C(C)NC3=C2C(=O)c2ccccc23)ccc1OCc1ccccc1 (stereo unspecified)
?,O=C(O)C[C@@H]1CCN(Cc2c[nH]c3ccccc23)C[C@@H]1CCN1C[C@@H]2C[C@H](C1)c1cccc(=O)n1C2
?,COc1ccc(-c2nc3ccccc3o2)cc1NC(=O)c1cccnc1
-3%,Cc1cc(C)c(C(=O)Nc2ccccc2C)c(SCC(=O)NC2CCCCC2)n1
-13%,COc1ccc(CN2CCNC(=O)C2CC(=O)NC2CCOCC2)c(F)c1 (stereo unspecified)
?,O=C(NCCN1CCOCC1)c1cc(S(=O)(=O)Nc2ccccc2F)c(Cl)cc1Cl
-18%,CCOC(=O)c1c(C)n(-c2ccccc2)c2ccc(OC(=O)c3ccccc3)cc12
?,COc1ccc(C2(Nc3cccc(C(=O)O)c3C)C(=O)c3ccccc3C2=O)cc1
12%,COc1ccc(Oc2coc3cc(OC(=O)c4ccc(C)cc4)ccc3c2=O)cc1
16%,O=C(NC1CCCC1)c1csc2ccccc12
-10%,O=C(Cc1cccc(F)c1)N(Cc1ccco1)C1CC1
7%,COCCCN1CC2(CCN(C(=O)c3cc(C(C)C)oc3C)CC2)CC1=O
8%,O=C(c1ccc(Cn2cncn2)cc1)N1CCN(c2ccc(Cl)cc2)CC1

Rewritten bar-delimited: entries from further up
molecule | KDM5B inhibitor
COCCCN1CC2(CCN(C(=O)c3cc(C(C)C)oc3C)CC2)CC1=O | 7%
O=C(c1ccc(Cn2cncn2)cc1)N1CCN(c2ccc(Cl)cc2)CC1 | 8%

Of the compounds above, these have a CF3 group:
KDM5B inhibitor,SMILES
?,CCCN(CC(F)(F)F)C(=O)CCCc1c[nH]c2ccccc12
-15%,CC(C)(C)C(=O)NC1(C(F)(F)F)NC(=O)N(c2ccc(F)cc2)C1=O (stereo unspecified)
?,CSc1nnc(-c2ccc(C(F)(F)F)cn2)o1

Next results.
KDM5B inhibitor,SMILES
15%,CCNc1c(NC(=O)Cc2ccc(OC)cc2)c(=O)oc2ccccc12
-2%,CCc1csc(CNC(=O)c2ccc(N(C)Cc3nonc3C)nc2)n1
-19%[86.2 µM],CN1CCN(c2cc(=O)c3ccnc(N4CCN(c5ccccn5)CC4)c3o2)CC1
16%,CC(=O)Nc1cccc(NC(=O)CSCc2nc3ccccc3c(=O)[nH]2)c1
-14%,CCCCc1ncc(CN2CCCC(C(=O)Nc3ccccc3-c3ccc(OC)cc3)C2)[nH]1 (stereo unspecified)
-7%,COc1ccc(N(CC(=O)Nc2ccc(C)c(C)c2)S(=O)(=O)c2c(C)nn(C)c2C)cc1
-3%,O=C(NCc1ccccc1)N1CCN(C(=O)c2ccccc2)CC1
?,CCN(CC(=O)NCc1ccc(Cl)cc1)C(=O)c1ccc2cc(OC)ccc2c1
9%,COc1ccc(-c2nc(CSCC(=O)NCCc3ccc(OC)c(OC)c3)c(C)o2)cc1
-1%,Cc1sc(-n2cccc2)c(C(C)NC(=O)Nc2cccc(C(F)(F)F)c2)c1C (stereo unspecified)
4%,COc1ccc(-n2nnc(C(=O)NCc3ccccc3)c2N)cc1OC
9%,O=C(N/N=C/c1ccc(Cl)cc1Cl)c1cccs1
?,Cc1csc2nc(COc3ccc(NC(=O)COc4ccccc4)cc3)cc(=O)n12
21%[115 µM],COc1ccc(C(=O)N2CCCC3(C2)C(=NC2CCCC2)NC(=O)N3c2cccc(OC)c2)cc1 (stereo unspecified)
4%,Cc1ccc(C(=O)c2cn(Cc3ccccc3F)c3cc4c(cc3c2=O)OCO4)cc1
22%,C=CCn1c(N2CCC(C)CC2)nc2c1c(=O)n(C)c(=O)n2C
11%,CC1(C)CC(=O)C2=C(C1)NC(=O)CC2c1ccc(OCc2ccccc2)cc1 (stereo unspecified)
15%,Cc1cc(CN2C[C@@H](CO)[C@H](c3nc(C)no3)C2)n(C)n1
-13%,COC(=O)C(C(=O)OC)C(c1ccc(Cl)cc1)C(C)C(=O)c1ccc(C)cc1 (stereo unspecified)
?,COc1ccccc1NC(=O)C(=O)c1cc(C)n(-c2ccccc2F)c1C
-7%,COC(=O)COc1ccc2c(=O)c(Oc3cccc(C)c3)c(C(F)(F)F)oc2c1
12%,FC(F)(F)c1cccc(NC(=S)NC2CC2)c1
-13%[86.2 µM],CNC(=O)[C@@H](c1ccc(OC)cc1)N1CCC[C@H]1C(=O)NCC1CCCCC1
-1%,COc1ccc(CNC(=O)C2CCN(c3nc4ccccc4nc3OC)CC2)cc1
?,CCn1c2c(c(=O)n1Cc1ccccc1)CCN(Cc1nccs1)C2
-16%,Cn1nnnc1SCCCNCc1ccccc1OCc1ccccc1F
14%,CC(C)S(=O)(=O)N1CCC2(CC1)CC(N(C)Cc1ccccc1)CCO2 (stereo unspecified)
5%,O=S(CCO)CCO
10%,CCOC(=O)c1ccc(NC(=O)CCn2cnnn2)cc1
-14%,COc1ccc(N(C)C(=O)CCc2c[nH]c3ccccc23)cc1OC
1%,c1csc(-c2nc(NC3CC3)c3ccccc3n2)c1
?,CCOc1ccc(-c2nnc(SCC(=O)c3ccc(F)cc3)n2-c2ccccc2)cc1
?,Cc1ccc(C(=O)N2CC[C@H]3C(=O)NCCCCCCN(Cc4ccncc4)[C@@H]3C2)s1
-3%,CSc1cccc(NC(=O)Cn2ccn3nc(-c4ccc(F)cc4)c(CO)c3c2=O)c1
-2%,CN(Cc1ccco1)C(=O)c1nn(Cc2ccccc2)c(=O)c2ccccc12
-11%,O=C(O)c1cc(I)ccc1Br
-14%[86.2 µM],O=C1C2CN(Cc3ccccc3Cl)CCC2OCCN1Cc1ccccc1 (stereo unspecified)
7%,Cn1c(CSc2ccccc2Cl)nc2c1c(=O)[nH]c(=O)n2C
-8%,O=C(c1ccccc1Br)N(Cc1ccco1)C1CCS(=O)(=O)C1 (stereo unspecified)

Only part of the results is shown, so the mix of outcomes need not match the whole.
